High-throughput results (PubChem BioAssay)
hgDAF12 agonist = hgDAF-12 agonism, primary luciferase screen; HEK293 GAL4-hgDAF12 UAS-luciferase reporter, agonist luminescence; normalized to butyrate control; activation, % at 6.8 µM; 1.8% of 370,000 active; AID 687014;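 active = activation above a cutoff set at the mean of all screened compounds plus 3 SD, cut at about 10% in these data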;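 note: 0% = DMSO wells and 100% = sodium butyrate wells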
hcDAF-12 act = activates DAF-12 receptor from parasite H. contortus. HEK293 hcDAF-12 lit1-tk-luc reporter, luminescence; 0% DMSO, 100% Δ7-dafachronic acid. activation, % at 6.8 µM. 1.4% of 370,000 active. AID 652067;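 active = activation above the mean of all tested compounds plus 3 SD, cut at about 5.5% in these data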;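 note: 100% = response to 3 µM Δ7-dafachronic acid high control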
PLC-beta3 inh = blocks human PLC-beta3 enzyme activity. 0.18% of 370,000 active. inhibition, % at 12.2 µM. Purified PLC-beta3, fluorogenic substrate, fluorescence; in the data active = inhibition above about 11%;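 note: 0% = median of compound wells on plate and 100% = full blocker control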
DAX1 inh-1 = inhibits human nuclear receptor DAX1; P51843; HEK293 Gal4-DAX1 luciferase reporter, luminescence; inhibition, % at 6.75 µM; 0.99% of 340,000 active; AID 504766;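 active = inhibition above the mean over all tested compounds plus 3 SD, cut at about 4.2% in these data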;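 note: 0% = DAX1-transfected cells with DMSO and 100% = empty-vector control cells with DMSO; inhibition shows as a rise in luminescence from relieved DAX1 repression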
Target sequence (P51843 207-470 limits assumed): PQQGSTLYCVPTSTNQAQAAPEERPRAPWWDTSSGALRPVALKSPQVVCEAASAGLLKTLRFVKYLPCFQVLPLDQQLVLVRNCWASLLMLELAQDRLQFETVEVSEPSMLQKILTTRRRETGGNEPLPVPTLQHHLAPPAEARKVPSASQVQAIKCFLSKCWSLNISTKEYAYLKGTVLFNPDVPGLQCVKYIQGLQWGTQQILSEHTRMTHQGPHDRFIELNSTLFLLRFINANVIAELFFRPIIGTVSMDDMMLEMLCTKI
FXN GAA850 act = frataxin GAA850 promoter activation. HEK293 lucGAA850 FXN promoter luciferase reporter, 24 h; percent of 10 µM SAHA response. activation, % at 6 µM. 0.56% of 360,000 active;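 active = activation above the average of all compounds screened plus 3 SD, cutoff fixed separately per campaign, cut at about 7.5% in these data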;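 note: 0% = DMSO wells and 100% = 10 µM SAHA wells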
DAX1 inh-2 = inhibitors of DAX1 repression of SF-1 activated StAR promoter; HEK293T StAR-luciferase reporter, SF-1/DAX-1 repression relief; inhibition, % at 6.8 µM; 1.1% of 370,000 active; AID 652010;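 active = inhibition above the mean over all tested compounds plus 3 SD, cut at about 3.6% in these data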;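 note: 0% = DAX-1 cells with DMSO and 100% = cells lacking DAX-1 with DMSO; higher inhibition means more luminescence from relief of DAX-1 repression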
HGIII-sPLA2 inh = Inhibits HGIII-sPLA2 liposome hydrolysis, primary screen; Q9NZ20; QFRET BODIPY PC-A2 liposome hydrolysis, fluorescence; inhibition, % at 12.2 µM; 0.56% of 370,000 active; AID 743126;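 active = inhibition above mean plus 3 SD of compounds lying within the high and low control bounds, cut at about 19% in these data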;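 note: 0% = median of test compound wells and 100% = no enzyme DMSO wells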
ssDAF12 agonist = activates DAF-12 receptor from parasite S. stercoralis; AID 652126; 1% of 370,000 active; HEK293 ssDAF-12/GRIP1 lit1-tk-luc reporter, luminescence; % of 3 µM dafachronic acid response; activation, % at 6.8 µM;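 active = activation above the mean over all tested compounds plus 3 SD, cut at about 0.9% in these data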;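 note: 0% = DMSO-only wells and 100% = 3 µM delta7-dafachronic acid wells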
PLC-gamma1 inh = blocks human PLC-gamma1 enzyme activity; purified PLC-gamma1, fluorogenic substrate, fluorescence; inhibition, % at 12.2 µM; 0.84% of 370,000 active; AID 720700; in the data active = inhibition above about 9.5%
ADAM10 inh = inhibitors of human ADAM10; O14672; recombinant ADAM10, EDANS/DABCYL FRET peptide cleavage, 3 h; inhibition, % at 7 µM; 0.62% of 370,000 active; AID 720582;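 active = inhibition above a per-campaign cutoff equal to the mean of compounds falling between control-based bounds plus 3 SD, cut at about 20% in these data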;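 note: 0% = DMSO wells while the 100% control is not disclosed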
ADAM17 inh = inhibitors of human ADAM17. P78536. recombinant ADAM17, EDANS/DABCYL FRET peptide cleavage. inhibition, % at 6.95 µM. 0.83% of 370,000 active;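 active = inhibition above the mean of compounds lying between control limits plus 3 SD, set per campaign, cut at about 8.5% in these data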;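 note: 0% = DMSO-only wells as the low control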
Target sequence (P78536 215-824 limits assumed): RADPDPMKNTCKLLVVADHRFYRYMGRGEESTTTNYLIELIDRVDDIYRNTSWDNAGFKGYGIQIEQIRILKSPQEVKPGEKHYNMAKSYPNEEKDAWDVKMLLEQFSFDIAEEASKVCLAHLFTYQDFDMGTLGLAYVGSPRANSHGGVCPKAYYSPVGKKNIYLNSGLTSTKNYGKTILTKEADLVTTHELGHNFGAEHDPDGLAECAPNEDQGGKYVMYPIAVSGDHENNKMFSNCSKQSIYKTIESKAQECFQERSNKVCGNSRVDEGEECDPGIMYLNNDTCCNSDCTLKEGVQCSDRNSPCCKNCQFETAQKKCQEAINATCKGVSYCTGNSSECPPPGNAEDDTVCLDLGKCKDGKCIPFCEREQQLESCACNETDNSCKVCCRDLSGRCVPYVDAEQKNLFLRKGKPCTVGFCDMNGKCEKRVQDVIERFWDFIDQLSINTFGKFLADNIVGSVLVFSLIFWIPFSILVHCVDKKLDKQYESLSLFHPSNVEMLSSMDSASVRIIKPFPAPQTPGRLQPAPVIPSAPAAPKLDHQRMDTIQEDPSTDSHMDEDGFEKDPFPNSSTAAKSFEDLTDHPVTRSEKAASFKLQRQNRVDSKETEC
Active calls of the source: *; . = not tested or not shown.

Structure	hgDAF12 agonist	hcDAF-12 act	PLC-beta3 inh	DAX1 inh-1	FXN GAA850 act	DAX1 inh-2	HGIII-sPLA2 inh	ssDAF12 agonist	PLC-gamma1 inh	ADAM10 inh	ADAM17 inh
Fc1cccc(NC(=S)NCCN2CCOCC2)c1	-1.9	-1.0	3.0	1.6	2.1	-0.5	13.4	-0.3	-3.6	0.8	0.5
Cc1ccccc1NC(=O)Cc1nc(COC(=O)CNS(=O)(=O)c2cccc(Br)c2)cs1	-1.2	-1.1	-6.3	1.8	1.0	1.4	-61.3	-0.8	-1.1	-0.2	-0.7
O=C(CNC(=O)c1ccco1)OCC(=O)c1ccc(Br)cc1	0.6	-1.7	-5.3	0.0	0.2	0.1	-2.1	-0.3	-1.6	-4.2	-2.1
COc1ccc(NC(=O)CN2CCC(n3c(C)nc4cc(F)ccc43)CC2)c(OC)c1	-1.2	-0.8	2.3	0.0	1.7	0.4	-0.8	-1.2	4.5	4.6	1.0
C=CCN1C=C2C(=O)C(C)(OC(=O)c3cnc4ccccc4n3)C(=O)C=C2C=C1/C=C/COC (stereo not given)	0.3	-1.2	-34.3	-0.6	3.5	-0.2	6.4	-1.0	-20.9	-28.1	-9.4
O=C(CC1NCCNC1=O)OCc1ccccc1 (stereo not given)	0.2	-0.4	7.5	0.4	-1.4	-0.3	13.8	-0.9	-1.8	2.0	-3.5
COc1cc(C(=O)NCCc2cn3ccccc3n2)cc(OC)c1OC	-1.0	-1.0	-1.6	-0.1	1.6	0.9	3.5	-1.1	-2.2	-12.6	2.7
CC(=O)c1ccc(S(=O)(=O)NCc2ccc(C(=O)N(C)CC(=O)Nc3cccc(F)c3)cc2)cc1	0.5	-0.2	-6.8	0.2	-3.2	-0.5	-17.2	-1.6	0.8	4.0	-3.5
CC(=O)NC1C(=O)N=C(SCC(=O)Nc2c(C)cccc2C)NC1=O (stereo not given)	-4.6	-1.2	-24.9	0.8	-1.9	-0.2	2.5	-1.9	-1.7	-5.9	-5.7
CNC(=S)NNC(=O)Cc1ccc(OC)cc1	1.4	-1.6	-2.8	0.1	0.9	0.0	-0.6	-1.2	-0.2	1.8	-3.9
Cc1[nH]c(C)c(S(=O)(=O)N2c3ccccc3CC2C)c1C(=O)N1CCCCC1 (stereo not given)	0.1	-1.4	-8.3	0.5	0.0	-0.2	3.5	-0.5	1.1	-4.1	-3.0
C[C@@H]1CNC(=O)c2c(C(=O)NC3CCN(C(=O)OC(C)(C)C)CC3)ncn21	4.8	-0.8	0.4	.	.	2.2	5.3	-1.2	-2.6	-3.1	-1.6
CCn1c(SCC(=O)c2ccc(Cl)cc2)nnc1-c1ccoc1C	0.6	-0.5	-6.7	-0.4	1.2	-1.0	-22.4	-1.1	-3.0	-9.7	-6.5
Cn1ncc([N+](=O)[O-])c1C(=O)Nc1ccn(Cc2ccccc2F)n1	-1.8	-0.9	-2.0	1.0	1.1	0.3	2.9	-1.6	-0.4	3.4	-0.9
Cc1cc(C)c2c(=O)[nH]c(SCC(=O)N(C)C)nc2n1	1.3	-0.8	-0.8	-1.5	-0.9	0.2	1.3	-0.9	-5.7	-24.1	-8.1
CCCCNC(=O)NCC(=O)Nc1ccc(F)c(F)c1	0.7	-2.2	9.6	-1.2	0.3	-0.1	8.3	-1.4	7.0	9.1	7.7
CCn1c(=O)c(=O)[nH]c2cc(C(=O)NC3CC3)ccc21	-0.2	-1.4	-4.8	-0.6	-0.9	-0.3	8.8	-0.8	-4.6	-11.8	-9.8
O=C(CCN1CCN(C(c2ccccc2)c2ccccc2)CC1)N/N=C/c1ccc(O)cc1	-2.4	-1.6	3.5	0.6	-1.1	-0.2	-28.4	-1.4	-2.1	-3.0	-0.5
O=S(=O)(Nc1ccccc1N1CCOCC1)c1ccccc1C(F)(F)F	-1.7	-1.7	-3.8	1.5	-1.0	-1.0	0.0	-1.1	1.1	2.4	-1.2
Nc1ccc(Oc2ccc3c(c2)OCO3)cc1	2.8	0.3	-4.4	-0.5	0.7	0.1	6.2	-0.9	-1.4	0.3	-4.1
Cc1ccccc1NC(=O)CN1CCC(n2nnc3ccccc32)CC1	-3.0	-1.4	1.2	-0.9	1.8	-0.2	-4.0	-0.9	2.5	-4.6	-1.1
O=C(NCCOc1ccccc1)c1cc([N+](=O)[O-])ccc1N1CCOCC1	4.5	-0.4	-0.6	-2.1	-6.1	-4.3	-1.5	-1.4	2.2	-9.1	0.0
Cc1ccc(C(C)NC(=S)NC2CCCCC2)cc1C (stereo not given)	-2.5	-3.0	-3.2	0.0	-1.9	-0.2	19.6*	-1.1	4.7	8.9	-2.0
COCCCn1c(C(=O)NCCC2=CCCCC2)cc2c(=O)n3cccc(C)c3nc21	-0.9	0.4	-73.2	0.2	-0.6	0.4	3.8	-0.9	-42.8	-36.9	-13.7
COc1ccccc1N1CCN(C(=O)c2cccc(N3C(=O)NC4CC3(C)Oc3c(OC)cccc34)c2)CC1 (stereo not given)	1.0	-1.7	-4.7	1.2	-0.5	-0.5	-9.3	-0.8	1.5	0.1	1.0
COC(=O)c1ccc(N2C(=O)C3C4C=CC(CC4)C3C2=O)cc1 (stereo not given)	-3.3	-0.6	-4.7	-0.8	1.3	0.5	-0.5	-1.5	1.3	2.2	-4.6
CCCSC1=C(C#N)C(c2cccs2)C(C(=O)Nc2ccccc2)=C(C)N1 (stereo not given)	-2.8	-2.3	-8.4	-2.4	-5.3	-0.4	-15.5	-0.9	-2.5	27.5*	5.8
CNC(=S)N(Cc1ccc(OC)cc1)C1CC(=O)N(c2ccc(OC)cc2)C1=O (stereo not given)	1.6	-0.3	1.5	0.1	-1.4	-1.2	-64.1	-1.0	3.3	14.4	2.9
COC(=O)c1cc(C(=O)OC)cc(N2C(=O)CC(NNC(=O)c3ccc(C)cc3)C2=O)c1 (stereo not given)	3.5	-2.5	-4.4	-0.9	-0.8	0.2	-5.1	-1.4	-5.1	1.5	4.4
Cc1[nH]c2c(C)cccc2c1CCNC(=O)c1ccc2c(c1[N+](=O)[O-])C(=O)c1ccccc1C2=O	-1.2	-0.9	1.2	-0.3	-8.0	-0.6	-4.0	-1.2	4.8	5.0	0.8
COc1ccc(CN2C(C(=O)NCC(C)C)CSCCS2(=O)=O)cc1 (stereo not given)	6.6	-1.6	2.5	.	.	0.1	4.4	-0.2	-0.6	3.9	0.6
O=C(c1ccc(Cl)c(S(=O)(=O)N2CCCCCC2)c1)N1CCCC1	1.6	0.5	-5.9	0.9	2.2	-0.6	-2.6	-1.2	1.8	-3.3	-0.6
O=c1c2cccnc2[nH]c(=S)n1CCC1=CCCCC1	-0.4	-0.7	1.6	1.7	0.1	-0.8	1.6	-1.2	1.3	-1.6	-2.5
COc1ccc(C(=O)NC(C)c2ccc(-n3ccnc3)cc2)cc1S(=O)(=O)N1CCOCC1 (stereo not given)	-3.6	-1.1	-7.4	-0.5	2.3	-0.6	10.0	-1.4	-2.9	-11.0	-2.0
COc1ccc(N2C(=O)NC(=O)C2=O)cc1	0.1	0.3	-2.1	1.5	-0.3	0.2	1.4	-1.1	1.0	1.4	1.5
Cc1[nH]c2ccccc2c1CC(=O)Nc1ccc(Nc2cccnc2)c(-c2cc(C(F)(F)F)cc(C(F)(F)F)c2)c1	2.4	0.8	-45.7	.	.	-1.5	-15.9	-0.7	-36.9	-34.1	-14.0
O=C(Nc1cccc([N+](=O)[O-])c1)c1ccc([N+](=O)[O-])o1	-5.2	0.0	6.2	-1.8	0.3	-4.4	-4.4	-1.5	0.3	-8.3	-3.3
Cc1nc(-c2ccc(C(=O)Nc3cc(S(N)(=O)=O)ccc3C)cc2)cs1	0.3	-1.6	-3.4	0.3	0.6	0.0	-2.4	-1.2	-3.6	2.5	-2.4
CC(=O)Nc1sc2c(c1C(c1ccccn1)N1CCN(C)CC1)CCCC2 (stereo not given)	-0.9	-0.5	3.1	0.9	-0.2	-1.2	-2.4	-1.6	-1.6	-4.1	-0.2
COc1cc(Nc2nc3ccccc3nc2NS(=O)(=O)c2ccc([N+](=O)[O-])cc2)cc(OC)c1OC	-0.9	-0.2	-1.6	-1.0	0.7	-2.0	3.3	-1.2	0.1	-7.7	-5.8
Cc1ccc(S(=O)(=O)N2CCC[C@H]2C(=O)Nc2ccccc2C)cc1	-1.1	-1.2	-3.7	0.0	-0.4	0.4	2.6	-1.6	2.8	-3.9	-2.4
C#CCOCCOCCOCCNc1nc(N2CCN(C(=O)Cn3cc(CCCN=C(N)N)nn3)CC2)nc(N2CCN(C(=O)[C@H]([C@@H](C)CC)n3cc(CCC(=O)O)nn3)CC2)n1	-0.8	-1.1	3.3	-0.8	0.5	-0.1	0.9	-1.6	0.7	1.2	-3.9
CC1(C)CC(=O)C=C(c2cccc(O)c2)C1=O	0.5	0.4	1.6	0.5	-1.5	-0.4	5.0	-1.1	-0.9	-6.9	-6.0
C=CCN1C(=O)c2ccc(C(=O)NCCc3ccc(OC)c(OC)c3)cc2C1=O	-0.6	0.5	-5.3	0.9	-0.2	0.0	7.3	-0.2	0.9	-4.4	-0.8
CC1=C(C(N)=O)C(c2ccccn2)n2nc(-c3ccccc3Cl)nc2N1 (stereo not given)	-0.6	-0.3	-6.4	0.6	1.5	-0.1	2.9	-1.1	-6.5	-20.2	-3.3
CC1CCN(C(=O)CSc2nnc(CNc3ccc(F)cc3)n2Cc2ccco2)CC1	-1.0	-0.7	-0.6	-1.5	-1.0	-0.6	6.8	-0.8	-0.3	-2.7	-5.1
CNC(=O)CS(=O)(=O)CC(=O)Nc1cc(OCCOC)c(Cl)cc1Cl	8.8	-1.2	3.6	.	1.1	-0.3	-2.2	-1.0	1.0	-1.7	0.5
O=C(COC(=O)/C=C/c1ccc(C(F)(F)F)cc1)NCC1CCCO1 (stereo not given)	3.0	-1.4	-2.4	0.3	1.5	-0.1	4.9	-1.0	0.6	-1.8	0.3
Cc1ccccc1CN1CCN(C(=O)c2ccc(F)cc2)CC1	0.2	-1.4	0.2	0.1	-0.6	-0.2	-3.5	-1.1	0.9	-2.5	-1.4
CCn1nnc(NC(=O)c2ccccc2Br)n1	5.9	4.8	1.4	1.5	4.5	1.3	-0.3	1.0*	0.3	4.0	-0.3
N#CC1(c2ccccc2)CCC(NCCc2ccccc2)CC1 (stereo not given)	2.6	-0.6	-3.3	-0.2	1.6	-0.1	-1.9	-0.5	4.0	2.3	-3.2
O=C(Cn1nc(CNc2ccc(Cl)cc2)[n+]2c1CCCCC2)c1ccc(Cl)cc1	4.0	1.7	-2.9	-0.6	1.7	-0.3	1.5	-1.4	4.1	0.1	-1.8
